From PubChem
TEAD-YAP block = TEAD-YAP interaction inhibition; HEK-TIYL cells, TEAD-Gal4/YAP UAS-luciferase luminescence; 640,000 compounds, 1.4% hits; inhibition, % at 9.12 µM; in the data active = inhibition above about 32%;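 also: 0% = median of test compound wells and 100% = reference inhibitor wells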
FBW7 act = human FBW7 E3 ligase activation, primary screen | Q969H0 | AlphaScreen FBW7–phospho-cyclin E peptide binding, activator screen | 650,000 compounds, 0.13% hits | AID 1259310 | normalized activity (activation), % at 26.1 µM; in the data active = normalized activity above about 1.9%;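 also: purified mutant Fbw7 with reduced substrate affinity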
Target sequence (Q969H0 whole entry, looked up): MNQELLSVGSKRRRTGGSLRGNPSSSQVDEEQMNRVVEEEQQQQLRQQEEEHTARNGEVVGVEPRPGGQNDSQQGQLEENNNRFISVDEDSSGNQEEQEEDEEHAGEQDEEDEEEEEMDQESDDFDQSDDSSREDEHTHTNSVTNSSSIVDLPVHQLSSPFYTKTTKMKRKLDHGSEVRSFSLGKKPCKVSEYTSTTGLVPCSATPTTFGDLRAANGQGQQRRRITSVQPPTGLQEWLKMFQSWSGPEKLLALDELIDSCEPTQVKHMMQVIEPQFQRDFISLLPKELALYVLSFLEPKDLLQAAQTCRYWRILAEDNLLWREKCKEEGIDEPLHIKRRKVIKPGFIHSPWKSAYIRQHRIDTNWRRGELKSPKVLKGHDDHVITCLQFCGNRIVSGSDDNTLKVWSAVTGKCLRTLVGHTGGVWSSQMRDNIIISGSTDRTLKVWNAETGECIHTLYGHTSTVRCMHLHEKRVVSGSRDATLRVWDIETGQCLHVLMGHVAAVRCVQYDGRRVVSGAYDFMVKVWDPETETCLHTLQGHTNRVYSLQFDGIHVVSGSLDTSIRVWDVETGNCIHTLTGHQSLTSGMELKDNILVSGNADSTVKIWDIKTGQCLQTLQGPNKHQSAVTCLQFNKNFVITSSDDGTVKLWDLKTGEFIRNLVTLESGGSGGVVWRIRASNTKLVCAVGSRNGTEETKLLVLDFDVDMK
GPR151 activ = human GPR151 activation | AID 1508602 | 650,000 compounds, 1% hits | Q8TDV0 | activation, % at 11.2 µM | PathHunter beta-arrestin GPR151 cells, luminescence; in the data active = activation above about 4.9%;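 also: 0% = median of compound wells and 100% = cells with positive control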
MITF inh = blocks human microphthalmia-associated transcription factor. AlphaScreen MITF homodimerization, bead proximity signal. AID 1259374. inhibition, % at 2.6 µM. 650,000 compounds, 0.91% hits; in the data active = inhibition above about 50%;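 also: 0% = vehicle wells with protein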
Numbers without * were called inactive; . = not tested or not shown.

Molecule	GPR151 activ	MITF inh	FBW7 act	TEAD-YAP block
CC(=O)Nc1ccc(CN2CCN(CC3CCCCC3)C(CCO)C2)cc1 (stereo not drawn)	2.5	3	-0.1	1
CCOC(=O)c1c(-c2ccccc2)csc1NC(=O)c1cccc([N+](=O)[O-])c1C(=O)O	-0.4	6	-0.1	-2
CCC(C(=O)Nc1ccccc1OC)n1c2ccccc2c2nc(=O)cc(C)n21 (stereo not drawn)	-0.5	3	0.2	-3
COc1cccc2ccc(CN3CCN(Cc4ccsc4)C(CCO)C3)nc12 (stereo not drawn)	-1.1	-1	0.0	-14
CC(Cc1ccc2c(c1)OCO2)CN1CCC2(CC1)CC2C(=O)NCc1ccncc1 (stereo not drawn)	-1.8	17	0.2	2
Cc1nc2ccccn2c1C(=O)NCCN1CCOCC1	-0.6	-6	-0.1	-5
CN1CCN(CCC(=O)N/N=C/c2ccsc2)CC1	-0.6	53*	0.2	7
CC(C)Cn1c(=O)c(C(=O)Nc2ccccn2)c(O)c2ccccc21	0.1	4	-0.1	-2
CN(CCC12CC3CC(CC(C3)C1)C2)Cc1nc(-c2ccccn2)no1	0.5	-1	-0.2	-6
CN(C)CCNS(=O)(=O)c1ccc2ccccc2c1	0.7	8	0.6	9
CC(C)C1Oc2ccccc2N(CC(=O)N2CCOCC2)C1=O (stereo not drawn)	2.1	6	0.1	-12
O=C(C1c2ccccc2Oc2ccccc21)N1CCCC1	0.0	10	0.3	16
O=C(CSc1nnc(NC(=O)Cc2cccc3ccccc23)s1)Nc1ccccc1	-0.4	2	-0.1	12
CN1CCN(C2=C(Nc3ccc(F)cc3)C(=O)c3ccccc3C2=O)CC1	0.7	-2	-0.2	-3
Cc1cc(NCCN(C(C)C)C(C)C)nc(-c2c(C)nn(C)c2C)n1	-1.3	9	0.3	6
CC(=O)Nc1ccc(S(=O)(=O)Nc2cc(C(=O)O)ccc2C)cc1	1.3	-6	0.1	9
CN1c2ccc(F)cc2C(C)(C)C12C=Cc1cc([N+](=O)[O-])cc(Br)c1O2 (stereo not drawn)	2.1	6	0.1	5
CC(=O)Nc1sc2c(c1CN1CCN(c3ccccn3)CC1)CCCC2	-0.1	21	0.3	-10
COc1ccccc1CN1C(=O)C2C(C(=O)Nc3ccc(C(C)C)cc3)C3C=CC2(O3)C1C(=O)NC1CCCC(C)C1C (stereo not drawn)	1.2	-2	0.1	-1
C=CCN1c2ccccc2[C@]23C[C@@H](C(=O)OC)N(C(=O)Nc4ccc(C(F)(F)F)cc4)C2=NC(C(=O)OC)=C(C(=O)OC)[C@H]13	-1.0	4	-0.2	.
COC(=O)C1=C(C)N(C)C(=O)/C1=C\c1ccccc1O	-1.5	-38	0.6	1
CC(C)=NNc1cc([N+](=O)[O-])cc2c1C(=O)N(C)S2=O (stereo not drawn)	-0.3	4	-0.1	-1
O=C(NC1CCN(Cc2ccccc2)CC1)c1nc(-c2cccnc2)no1	1.7	-9	-0.3	-3
CCn1c2cc(C)oc2c2cnn(CC(=O)N3CCCC(CO)C3)c(=O)c21 (stereo not drawn)	-0.9	10	-0.1	-10
CCOc1cc(/C=C2/C(=N)N3OC(C)=CC3=NC2=O)ccc1OC(=O)c1ccccc1	0.3	-4	0.0	25
CCOC(=O)N1CCN(C(C)C(=O)N2CCCc3c2c(=O)oc2ccc(O)cc32)CC1 (stereo not drawn)	-0.4	2	-0.1	-2
CCOC(=O)C1=C(O)/C(=C/c2ccc(OC)cc2)SC1=Nc1ccccc1	0.0	11	0.5	-3
CC1=C(C(=O)OCCc2ccccc2)C(c2cccc(Br)c2)C2=C(CC(c3ccc(Cl)cc3)CC2=O)N1 (stereo not drawn)	-1.1	-1	-0.1	-12
CS(=O)(=O)N(Cc1ccccc1)c1ccc(C(=O)Nc2ccc(I)cc2)cc1	-1.0	0	-0.1	-3
O=C(NNc1nc2ccccc2s1)Nc1ccccc1	-1.2	-2	-0.1	-36

Some of these compounds in order of count of non-hydrogen atoms, low to high:
Molecule	GPR151 activ	MITF inh	FBW7 act	TEAD-YAP block
O=C(NC1CCN(Cc2ccccc2)CC1)c1nc(-c2cccnc2)no1	1.7	-9	-0.3	-3
CCOC(=O)N1CCN(C(C)C(=O)N2CCCc3c2c(=O)oc2ccc(O)cc32)CC1 (stereo not drawn)	-0.4	2	-0.1	-2
C=CCN1c2ccccc2[C@]23C[C@@H](C(=O)OC)N(C(=O)Nc4ccc(C(F)(F)F)cc4)C2=NC(C(=O)OC)=C(C(=O)OC)[C@H]13	-1.0	4	-0.2	.

(cont.)
Molecule	GPR151 activ	MITF inh	FBW7 act	TEAD-YAP block
Cc1ccc(NC(=O)CCc2nnc3ccc(NCc4ccc5c(c4)OCO5)nn23)cc1	1.8	-2	-0.1	4
CN(Cc1cnc2ccccn12)Cc1c(C(=O)N(C)Cc2ccccc2)nc2ccccn12	1.6	-14	-0.1	-6
O=c1nc(C(F)(F)F)nc2ccccn12	0.4	-13	-0.1	-3
C=CCNC(=O)c1cnn(-c2ncc3c(n2)-c2ccccc2CCC3)c1C	0.9	7	0.1	-25
Cc1ccc(N2C(=O)CC(Sc3ncccc3C(=O)O)C2=O)c(Br)c1 (stereo not drawn)	0.2	-12	0.0	1
CN(C)/C=C/C=C1\CCc2ccccc2C1=O	-0.3	20	-0.1	-3
CCOC(=O)c1cccc(-n2c(C)cc(C=C(C#N)C#N)c2C)c1	1.7	2	-0.1	4
Cc1ccccc1C(=O)Nc1ccc(OC(=O)c2ccccc2C)cc1	2.5	-4	-0.1	64*
COc1cccc(C(=O)N(CCCCN2C(=O)c3ccccc3C2=O)c2ccc(C)cc2)c1	-0.1	12	0.2	-3
Cc1cc(C)cc(CC2CC(=O)N(CCc3ccc4c(c3)OCO4)C2=O)c1 (stereo not drawn)	-0.9	0	0.3	-20
COc1cc([N+](=O)[O-])ccc1NC(=O)CSc1n[nH]c(-c2ccco2)n1	2.6	2	-0.1	10
COc1ccc(C(=O)/C=C/c2ccc(F)cc2)cc1OC	0.0	15	0.0	-6
Cc1ccc2c(c1)cc(CN(Cc1ccc3c(c1)OCO3)C(=O)c1ccco1)c1nnnn12	0.1	3	0.0	-14
Cn1c(=O)c2c(nc(SCc3ccccc3)n2C)n(C)c1=O	0.2	-6	-0.3	9
CC(=O)NC1=NN(C(C)=O)C2(S1)C(=O)N(C)c1ccccc12 (stereo not drawn)	-0.2	10	0.1	2
Cc1cccc(NC(=O)OCCOc2ccccc2)c1	0.8	-10	-0.1	-78
CCN(CC)C(=O)C1CCCN(c2nc(NCCN(C(C)C)C(C)C)c3ncn(Cc4ccc(C(F)(F)F)cc4)c3n2)C1 (stereo not drawn)	-0.1	4	-0.1	0
CCCCc1cc(=O)oc2cc(OC)cc(OC)c12	0.8	-16	0.1	-1
Cn1c(=NC(=O)C2CCCCC2)sc2cc(S(C)(=O)=O)ccc21	-1.5	0	0.0	-1
CN(CCc1ccccc1)C(=O)c1nc2sccn2c1CNCC1CCCO1 (stereo not drawn)	0.2	-10	-0.1	6
O=C(Cn1nc2oc3ccccc3n2c1=O)NC1CCCC1	7.8*	-4	-0.1	2
CCOc1ccccc1OCCN1CCN(c2ccccc2OC)CC1	-1.5	89*	1.2	10
Cc1cc(NC(=O)CN2CCC3(CC2)OCCO3)nc2c1c(=O)oc1ccccc12	-0.2	1	0.2	0
CCOC(=O)C1CCCN(Cc2ccc3c(c2)OCO3)C1 (stereo not drawn)	1.9	-32	0.0	8
CCN(CC)/C(=N\OC(=O)c1ccccc1)c1nonc1N	-0.9	-7	0.1	-6
CCN(Cc1ccncc1)Cc1ccc2c(c1)CN(C(=O)CC(C)(C)C)CCO2	-0.6	24	0.1	-14
CC(=O)NC1=NC(=O)/C(=C\c2ccc(-c3ccc([N+](=O)[O-])cc3C)o2)S1	-0.2	20	0.0	0
C[C@H](O)[C@H]1NC(=O)[C@@H]2C[C@H](NCc3ccccc3)CN2C1=O	2.3	2	0.0	5
Cc1ccc(NC(=O)NC2(C(=O)NCc3cccs3)CCCCC2)cc1	0.9	8	0.4	4
O=C(Nc1ccccc1)c1cnc(-c2cccs2)s1	2.3	5	-0.1	3
COc1ccc2c(=O)c(Oc3ccccc3Br)coc2c1	1.4	-5	-0.1	5
COc1ccc(-n2c(C)nc3ncnc(-c4ccccc4)c32)cc1	-0.1	4	0.0	-9
Cc1cccc2cc(CN(Cc3ccc(F)cc3)C(=O)N3CCOCC3)c3nnnn3c12	0.4	4	0.4	8
CCCCCCCc1ccc(C(=O)NNC(=O)c2ccc(C3CCC(CCCCC)CC3)cc2)cc1 (stereo not drawn)	1.0	9	0.1	14
CCc1ccc(C2C(C(=O)OC)=C(C)NC3=C2C(=O)CCC3)cc1 (stereo not drawn)	-0.1	12	0.0	2
O=S(=O)(NCc1ccccn1)c1ccc(Cc2ccc(S(=O)(=O)NCc3ccccn3)cc2)cc1	0.3	8	-0.2	59*
COc1ccc(NC(=O)c2sc3nc4c(c(-c5ccccc5Cl)c3c2N)CCC4)cc1	0.4	8	0.6	-1
CCOC(=O)c1ccc(NS(=O)(=O)c2ccc3c4c(cccc24)C(=O)N3CC)cc1	2.3	24	0.3	13
Cc1ccc(C)c(CN2CCc3nnc(C(NC(=O)C4CCOC4)C(C)C)n3CC2)c1 (stereo not drawn)	1.7	-6	0.0	6
CSc1cccc(NC(=O)c2snc3c(=O)[nH]cnc23)c1	-0.5	13	0.0	6
CC(=O)N(CN1C(=O)C2CC=CCC2C1=O)c1ccccc1 (stereo not drawn)	1.1	-8	0.5	1
COC(=O)C(C)n1cnc2c(nnn2-c2cccc(Cl)c2)c1=O (stereo not drawn)	0.9	7	0.0	4
CC(C)(CO)CNC(=O)CCc1nnc(CCCc2ccccc2)o1	0.3	6	0.1	-14
COc1ccc(C(CC(=O)Nc2cccc(F)c2)N2Cc3ccccc3C2=O)cc1 (stereo not drawn)	-0.3	-18	0.3	-4
COc1cccc(OCC(=O)Nc2cc(C)on2)c1	-0.3	0	0.0	-35

As a working copy, some entries already given:
Molecule	GPR151 activ	MITF inh	FBW7 act	TEAD-YAP block
COc1ccc2c(=O)c(Oc3ccccc3Br)coc2c1	1.4	-5	-0.1	5
COc1ccc(-n2c(C)nc3ncnc(-c4ccccc4)c32)cc1	-0.1	4	0.0	-9
Cc1cccc2cc(CN(Cc3ccc(F)cc3)C(=O)N3CCOCC3)c3nnnn3c12	0.4	4	0.4	8
CCCCCCCc1ccc(C(=O)NNC(=O)c2ccc(C3CCC(CCCCC)CC3)cc2)cc1 (stereo not drawn)	1.0	9	0.1	14
CCc1ccc(C2C(C(=O)OC)=C(C)NC3=C2C(=O)CCC3)cc1 (stereo not drawn)	-0.1	12	0.0	2
O=S(=O)(NCc1ccccn1)c1ccc(Cc2ccc(S(=O)(=O)NCc3ccccn3)cc2)cc1	0.3	8	-0.2	59*

(continued)
Molecule	GPR151 activ	MITF inh	FBW7 act	TEAD-YAP block
CCCCNC(=O)c1noc2c1CCc1cc(OC)ccc1-2	-0.6	-3	-0.1	-68
COCC(C)N1C(=O)C(CC(=O)Nc2ccccc2)SC1=Nc1ccc(F)cc1F (stereo not drawn)	-0.8	-14	-0.3	-7
CC(C)N(C(=O)Cn1c(SCC(=O)Nc2nccs2)nc2ccccc21)C(C)C	-0.3	5	0.2	-6
Cc1c(C(=O)NCc2cccnc2)oc2c1-c1[nH]ncc1CC2	2.4	4	0.0	-2
CCn1c(SCc2cc(=O)oc3cc(NC(C)=O)ccc23)nnc1-c1ccccc1	0.3	18	0.1	1
COc1ccc(S(=O)(=O)NCC2CCCN(Cc3cn[nH]c3C3CCCCC3)C2)cc1 (stereo not drawn)	3.7	14	0.0	7
c1cncc(-c2noc(C3CCNCC3)n2)c1	-0.7	10	-0.1	2
O=C(O)c1ccc2c(c1)C(=O)N(CCCN1CCOCC1)C2=O	3.7	13	0.0	9
Cc1ccc(Cl)c(OCCOCCNC(C)(C)C)c1	-0.2	50	0.5	4
COc1cc(/C=C2\C(=O)NC(=O)N(c3ccc(C)c(C)c3)C2=O)c([N+](=O)[O-])cc1OC	0.2	-3	0.1	-1
N#C/C(=C/c1cccc(O)c1)C(=O)Nc1ccc(Cl)cc1	-0.4	6	-0.1	-1
CCCCOc1ccc(C(=O)Nc2c3c(nn2-c2ccc(F)cc2)CSC3)cc1	-0.3	-14	-0.1	-4
CCOc1ccc(NC(=O)c2sc3nc(C)nc(N(C)c4ccc(C(C)C)cc4)c3c2C)cc1	-0.1	4	0.6	0
O=C(O)CC1Sc2ccccc2NC1=O (stereo not drawn)	-0.1	12	-0.1	0
CS(=O)(=O)N(CC(=O)O)c1cc(Cl)c(Cl)cc1Cl	1.1	-9	-0.1	0
C/C(=N\Nc1nc2ccccc2s1)c1ccc(F)cc1	1.2	2	-0.1	34*
CCOc1cccc2sc(N3CCc4ccccc4C3)nc12	1.1	-5	0.0	7
Cc1ccc(Cn2c(N3CCNCC3)nc3c2c(=O)[nH]c(=O)n3C)cc1	0.9	-3	0.0	0
COC(=O)C1=CN(C2CC2)C=C(C(=O)OC)C1c1cccc(Cl)c1	-0.5	14	0.3	7
COCCNc1oc2c(c1-c1ccccc1)c(=O)oc1ccccc12	-1.9	-6	-0.1	3
Cc1cc(N/N=C/c2ccncc2)nc2ccccc12	0.5	-7	0.1	-45
Cc1cccc(S(=O)(=O)N2CCCCCC2)c1	-1.8	-9	0.1	-5
C=CCn1c(C)cc(C(=O)COc2ccc(C)nc2[N+](=O)[O-])c1C	2.3	-6	-0.5	30

No enrichment for hits; 3.4% or so of the library scored in one or more.
